Dynein cargo inh: inhibitors of GR-EGFP nuclear translocation, primary screen, dynein cargo transport inhibitor project, imaging, high-content, 3617.4 mouse cells. AID 1381, 2008. test concentration mostly 20 µM; stimulated with dexamethasone, 1 µM; hits give low values. z-score, hits read low. hit rate 0.47% among 220,000;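 active = plate z-score of nuclear minus cytoplasmic receptor signal below a set negative limit, without overly bright fluorescence or cell loss, cut at about -3.5 in these data, passing the limit was not always enough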;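 note: z-score of nuclear minus cytoplasmic ring GR-EGFP intensity difference per well; some compounds called inactive have numbers as strong as hits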
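Buffer or medium – tet-free medium with charcoal-stripped serum · Signal – automated 10x imaging of fixed Hoechst-stained cells · Also added – dexamethasone agonist, 1.0 µM final, for 30 min · Incubation – induction 48 h, compound 1 h, agonist 30 min · Read-out – GR-EGFP nuclear translocation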
Insulin prom up: insulin promoter activators in MIN6 cells, imaging, high-content screening, mouse beta cells; MIN6 insulin promoter-GFP reporter; hits give high values; z-score at 5 µM; hit rate 0.3% among 190,000;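 active = z-score above 3 at 5 µM with at least 500 cells counted in the well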
M1AAP inhibition: P. falciparum M1AAP inhibitors, biochemical, fluorogenic H-Leu-NHMec substrate, 1536-well (AID 1445) | recombinant M1AAP, H-Leu-NHMec fluorogenic kinetic assay; higher % means a stronger effect | one-dose inhibition, % at 30 µM; IC50 in µM for titrated hits | hit rate 0.42% among 220,000;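 active = primary inhibition above the hit cutoff, then over 50% inhibition at one or more dose response concentrations, cut at about 23% in these data, passing the limit was not always enough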;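 note: plate controls were DMSO full reaction for no effect and no enzyme background for full effect; strong numbers were not always called active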
UTI89 phage lysis: inhibition of K1F phage lysis, E. coli UTI89, bacterial capsule biogenesis inhibitors, alamar blue (AID 488966); hit rate 0.02% among 340,000; E. coli UTI89 K1F phage lysis, alamar blue, 2 h; higher % means a stronger effect; inhibition, % at 100 µM; hits with a dose series show IC50 in µM;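 active = phage lysis inhibition, versus mean bacterial control, above a set limit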;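 note: capsule biogenesis inhibitors block K1F phage lysis so surviving cells raise fluorescence; higher fluorescence means more inhibition of phage lysis; actives were called in the ten point dose series up to 300 µM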
Autophagy HCS: autophagy modulators in MEF cells, primary screen, imaging, high-content, MEF GFP-LC3; MEF GFP-LC3 puncta imaging; test concentration mostly 10 µM; calls only at 10 µM (by protocol); hit rate 0.98% among 190,000;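 active = percentage of spot-positive cells more than 3 SD above its plate mean, without a fluorescence outlier flag or 80% toxicity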;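 note: spot-positive cell cutoff set from DMSO-treated cells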
P. falciparum M17LAP: P. falciparum M17LAP inhibitors, primary screen, biochemical, fluorogenic H-Leu-NHMec substrate, 1536-well (AID 1619); recombinant M17LAP, H-Leu-NHMec fluorogenic kinetic assay; higher % means a stronger effect; Leucine aminopeptidase (Plasmodium falciparum (isolate 3D7)); inhibition, % at 30 µM, or IC50 in µM where a hit was titrated; hit rate 0.38% among 220,000;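 active = compound inhibiting the enzyme by more than half at any dose during confirmatory dose-response retesting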;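 note: plate controls were full reaction with DMSO carrier for no effect and no enzyme background for full effect; strong numbers were not always called active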
ER stress rescue: rescue of cells from ER stress-induced death, primary screen, 384-well, CSM14.1, thapsigargin, ATP luminescence (AID 1222); CSM14.1 thapsigargin-induced death rescue, ATP luminescence; higher % means a stronger effect; cellular ATP content (survival), % at 20 µM, or EC50 in µM where a hit was titrated; 190,000 tested, under 10 active;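 active = EC50 below 50 µM in the dose-response confirmation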;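 note: death triggered by thapsigargin at about 15 µM added after 2 h compound pretreatment; cell ATP read after overnight thapsigargin exposure of roughly 18 to 22 hours; normalized against plate controls of thapsigargin alone and 5% DMSO vehicle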
b-catenin transl: modulators of beta-catenin nuclear translocation, primary screen, imaging, HeLa cells, immunofluorescence, high-content; nuclear translocation activity, % at 5 µM; hit rate 0.3% among 190,000;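 active = nuclear translocation activity above 50% at 5 µM, with a well cell count of 50 or more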;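 note: per-cell ratio of nuclear to cytoplasmic median beta-catenin stain intensity; plate controls were DMSO negative control for no effect and GSK-3 inhibitor IX positive control for full effect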
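Test system: HeLa cells, endogenous beta-catenin; Compound: single 5 µM dose plus 0.02–20 µM confirmation series; Times: compound exposure 24 h at 37°C; Signal: fluorescence imaging of beta-catenin antibody stain plus DAPI; Read-out: % activation, nuclear-to-cytoplasmic median beta-catenin signal ratio per cell.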
MT stabilizer: microtubule stabilizers in HeLa cells, primary screen, imaging, high-content imaging; HeLa tubulin immunostaining HCS, 24 h; share of cells brighter than vehicle mean+2SD; % tubulin-high responders, % at 10 µM; hit rate 0.83% among 200,000; AID 2205, 2009;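 active = plate Z-score above 3 for both tubulin-high and condensed-nucleus cell shares, with cell loss under 80%, at 10 µM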;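 note: anti alpha tubulin signal scored within the nucleus-defined area of each cell; some results filed as inactive read as strong as hits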
Dynein cargo inh cytoplasmic EGFP: further read-out of Dynein cargo inh, marked with its call; z-score; measured here: cytoplasmic GR-EGFP intensity; hits give high values
Dynein cargo inh nuclear GR-EGFP: also measured in Dynein cargo inh; calls as there; z-score; measured here: nuclear GR-EGFP intensity;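 lower value marks the stronger effect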
Dynein cargo inh cell count: recorded beside Dynein cargo inh, whose call it bears; z-score; measured here: cell count per field
Insulin prom up cell count: also measured in Insulin prom up; calls as there; cell count; measured here: cytotoxicity, nuclei count;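 total cells summed across four imaged fields per well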
b-catenin transl cell count 5 µM: further read-out of b-catenin transl, marked with its call; cell count; measured here: cell count, cytotoxicity flag
MT stabilizer Hoechst-high %: recorded beside MT stabilizer, whose call it bears; % Hoechst-high responders; measured here: nuclear condensation Hoechst responders;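 share of cells brighter than vehicle mean plus two SD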
MT stabilizer cytotoxicity %: also measured in MT stabilizer; calls as there; toxicity, %; measured here: cytotoxicity by cell density;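 0% = mean cell density of plate MIN control wells and 100% = no cells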
Autophagy HCS cell loss 18 h: further read-out of Autophagy HCS, marked with its call; toxicity, %; measured here: cell loss, nuclei count;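 cell loss after 18 h compound exposure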
Starred values were filed as active, the others as inactive; i = inactive; . = no result given; [ ] = dose if it differs, or a comment.

| mol | Dynein cargo inh | Dynein cargo inh cytoplasmic EGFP | Dynein cargo inh nuclear GR-EGFP | Dynein cargo inh cell count | Insulin prom up | Insulin prom up cell count | M1AAP inhibition | UTI89 phage lysis | Autophagy HCS | Autophagy HCS cell loss 18 h | P. falciparum M17LAP | ER stress rescue | b-catenin transl | b-catenin transl cell count 5 µM | MT stabilizer | MT stabilizer Hoechst-high % | MT stabilizer cytotoxicity % |
| --- | --- | --- | --- | --- | --- | --- | --- | --- | --- | --- | --- | --- | --- | --- | --- | --- | --- |
| COc1ccc(C2=NOC(C(=O)N3CCCc4ccccc43)C2)cc1 (stereo unspecified) | -0.6 | -0.327 | -0.305 | 0.422 | -0.64 | 1368 | 0.5% | 0.4% | i | -11.5 | 1.0% | -1.5% | -2.1 | 1356 | 4.2 | 2.9 | 0.5 |
| COc1cccc(/C=N/NC(=O)CN2CC(c3ccccc3)CC2=O)c1OC (stereo unspecified) | -0.399 | 0.376 | 0.475 | 0.192 | 0.13 | 1539 | 0.1% | 0.2% | i | 11.3 | 7.2% | -2.4% | -2.7 | 1038 | 1.9 | 2.3 | 4.5 |
| COc1cccc(Sc2ccccc2CN(C)C)c1 | -0.0631 | 0.0126 | 0.216 | -0.0658 | . | . | 2.9% | 0.7% | i | -2.4 | 9.9% | -2.6% | 0.0 | 1101 | 2.2 | 1.4 | 4.9 |
| CCOC(=O)C1CCN(C(=O)c2cc(OCC)c(OCC)c(OCC)c2)CC1 | 0.363 | -0.274 | 0.189 | 0.293 | 0.56 | 1252 | 4.7% | -1.3% | i | -4.9 | 3.6% | 0.9% | 2.3 | 1118 | 3.1 | 1.9 | 8.2 |
| CC(C)(C)C(=O)COC(=O)c1cc(-c2cccnc2)nc2ccccc12 | -0.223 | -0.276 | 0.148 | 0.0302 | 0.32 | 1095 | 2.2% | 0.2% | i | 25.3 | 4.3% | . | 0.0 | 1059 | 2.2 | 3.1 | 11.1 |
| CC(=O)Oc1ccc(NC(=O)CSc2ccccc2)cc1 | -0.048 | -0.106 | -0.0319 | 0.104 | -1.65 | 1386 | 5.5% | 1.6% | i | 5.4 | 12.8% | -1.5% | 1.3 | 1015 | 4.3 | 3.0 | 3.2 |
| Cc1cc(CNC(=O)c2cc(COc3c(F)cccc3F)on2)nn1C | -0.428 | -0.236 | -0.0645 | 0.332 | 0.15 | 1415 | -3.0% | 1.6% | i | -6.4 | 0.4% | 0.8% | 2.6 | 971 | 3.6 | 2.3 | 5.1 |
| COc1ccccc1-n1cnc2cc(NCc3cccs3)ccc21 | -0.629 | 0.367 | 0.0139 | 0.0253 | -1.38 | 611 | 0.6% | 4.2% | i | 76.5 | 3.4% | 2.2% | 162.2* | 325* | 18.0* | 38.5* | 53.0* |
| Cc1c(Cl)cccc1NC(=O)c1ccc(OCC(=O)NCc2ccccc2)cc1 | -0.838 | -0.177 | -0.616 | -0.245 | 0.14 | 1495 | -5.7% | 1.2%[50 µM] | i | 8.5 | -12.5% | 1.2% | -1.9 | 1170 | 3.4 | 4.9 | 7.6 |
| Cc1[nH]c2ccccc2c1/C=N/NC(=O)Cc1cccs1 | -0.191 | -0.312 | -0.433 | 0.615 | -0.87 | 1395 | -0.2% | 0.4%[50 µM] | i | -0.3 | 2.5% | 2.8% | -1.2 | 517 | 1.8 | 1.7 | 6.9 |
| COc1ccc(N(C(=O)CCl)C(C(=O)NC2CCCCC2)c2cccnc2)cc1 (stereo unspecified) | -5.38* | 1.29* | -2.71* | -0.00108* | . | . | -3.4% | -0.1%[50 µM] | i | 4.0 | 1.3% | 1.4% | 1.7 | 973 | 13.2 | 6.8 | 32.9 |
| Cc1cccc(CSc2nc3sc(C)c(C)c3c(=O)n2Cc2ccco2)c1 | 1.68 | -0.112 | 0.912 | -0.996 | . | . | 14.9% | 0.3% | i | -1.0 | -6.2% | 13.9% | 1.8 | 1155 | 3.7 | 2.5 | 6.3 |
| O=C(NCc1ccc(F)cc1)C1CCN(S(=O)(=O)N2CCOCC2)CC1 | -0.0866 | -0.381 | 0.309 | 0.364 | -0.51 | 1225 | 13.7% | 0.6% | i | 8.0 | -16.2% | -10.7% | -1.3 | 1154 | 4.3 | 2.4 | 11.6 |
| O=C(NCc1cccnc1)C(=O)NCC1OCCN1S(=O)(=O)c1cc(F)ccc1F (stereo unspecified) | -0.77 | -0.153 | 0.256 | 0.335 | 1.09 | 918 | -11.3% | 0.3% | . | . | 0.2% | . | -0.2 | 1261 | . | . | . |
| Cc1ccc(SCC2=NN(c3nc(C)cc(C)n3)C(=O)C2)cc1 | 1.84 | -0.229 | 0.747 | -1.31 | 0.03 | 1256 | -4.7% | 0.3% | i | 17.4 | 8.6% | -2.0% | -2.5 | 1089 | 2.6 | 1.4 | 2.3 |
| CCc1ccc2oc(-c3cccc(N)c3)nc2c1 | 0.611 | -0.234 | -0.636 | 0.314 | -0.93 | 1479 | 7.2% | 0.0% | i | -4.9 | -12.3% | -4.5% | 1.6 | 1405 | 3.5 | 1.9 | 4.6 |
| CCN(c1ccccc1)S(=O)(=O)c1ccc(OC)c(NC(=O)Cn2cnc3c2c(=O)n(C)c(=O)n3C)c1 | -0.318 | -0.33 | -0.259 | 0.604 | -0.57 | 1209 | -0.9% | i | i | -0.6 | 3.2% | -0.5% | -0.8 | 1054 | 3.3 | 2.8 | 5.5 |
| Cc1cc(C(=O)O/N=C(\N)c2ccc(C(C)(C)C)cc2)no1 | 0.0702 | -0.242 | -0.191 | 0.946 | . | . | 4.8% | . | . | . | 9.0% | . | -3.0 | 1137 | . | . | . |
| CCCNS(=O)(=O)c1ccc(CCC(=O)Nc2ccc3c(c2)OCO3)cc1 | 0.374 | 1.02 | 0.124 | 0.0201 | -0.4 | 1224 | 8.8% | 1.0% | i | 7.0 | 2.3% | 0.5% | -0.7 | 992 | 2.6 | 1.8 | 3.5 |
| CCOc1ccccc1OCC(=O)Nc1ccc(S(=O)(=O)N(C)C)cc1 | -0.156 | -0.225 | -0.127 | 0.863 | 0.81 | 1177 | 8.6% | -0.2% | i | -8.1 | 7.5% | 0.3% | -3.7 | 893 | 1.8 | 1.6 | 5.8 |
| COc1ccc(OC)c(Nc2cc(-c3ccccc3)nc(N)n2)c1 | -1.51 | 0.0544 | -0.525 | 0.058 | -1.81 | 724 | 11.9% | . | i | 66.2 | -7.3% | -0.1% | . | . | 8.4 | 52.5 | 43.0 |
| CCOC(=O)C1CCCN(C(=O)N2CCOCC2)C1 (stereo unspecified) | -0.648 | -0.313 | -0.167 | 0.0326 | 0.47 | 1354 | 9.4% | 0.7% | i | -19.2 | -1.9% | 0.2% | 0.9 | 1178 | 4.8 | 3.5 | 9.6 |
| CN(C)CCCNC(=O)c1ccccc1Oc1ccccc1 | -0.511 | -0.0404 | -0.611 | -5.03 | 1.55 | 1078 | -3.5% | -3.2% | . | . | 0.8% | . | -0.8 | 1256 | . | . | . |
| O=C(c1ccc2c(c1)OCO2)C1CCCN(C(=O)c2cnn(Cc3ccccc3)c2)C1 (stereo unspecified) | -1.39 | -0.155 | -0.848 | 0.661 | 0.61 | 1459 | -3.6% | 0.0% | i | 11.4 | -7.0% | 6.5% | -1.7 | 1063 | 2.1 | 2.3 | 8.9 |
| O=C(CN1CCN(C(c2ccccc2)c2ccccc2)CC1)N1CCOCC1 | -0.564 | -0.206 | -0.216 | 0.894 | -0.2 | 1292 | -2.4% | 0.4% | i | 16.0 | 19.2% | 2.5% | -1.9 | 1120 | 3.5 | 1.8 | 13.0 |
| CCCSc1nc2c(cnn2-c2ccccc2)c(=O)[nH]1 | -0.138 | -0.186 | 0.0363 | 0.127 | 1.16 | 1277 | 12.4% | -0.5% | i | 17.0 | -2.9% | -0.2% | -1.6 | 1056 | 2.6 | 3.5 | 0.2 |
| Cc1cccc(NC(=S)/N=C(\N)Nc2nc(C)c3cc(C)ccc3n2)c1 | 0.638 | -0.231 | 0.588 | -0.41 | 0.19 | 1303 | 17.5% | 0.5% | i | 12.9 | 5.0% | -0.9% | -0.8 | 1177 | 3.7 | 1.9 | 0.3 |
| CC1CC(C)CN(C(=O)CSc2nc(N)cc(=O)[nH]2)C1 (stereo unspecified) | 0.424 | -0.33 | 0.88 | 0.0277 | 0.27 | 1590 | 10.8% | 1.1% | i | -5.9 | 5.3% | -1.2% | -1.1 | 1083 | 2.3 | 2.9 | 5.1 |
| COC(=O)c1ccccc1NC(=O)c1ccc(-c2cccc(Cl)c2)o1 | -0.131 | -0.107 | -0.0774 | 1.94 | 0.2 | 898 | -1.4% | 0.2% | i | 30.2 | 0.8% | -2.1% | -0.9 | 962 | 2.8 | 2.0 | 8.4 |
| Cc1cc(C(=O)NNc2c(Cl)cccc2Cl)no1 | -0.52 | -0.288 | -0.491 | 0.587 | 0.88 | 1441 | 2.1% | i | . | . | 2.5% | . | 0.2 | 1289 | . | . | . |
| O=c1cc(C(F)(F)F)[nH]c2ccc(C(F)(F)F)cc12 | -0.548 | -0.102 | -0.379 | -4.71 | 0.77 | 1368 | 1.4% | 1.3% | . | . | -0.1% | . | 1.0 | 1250 | . | . | . |
| O=C(O)c1ccc2c(c1)C(=O)/C(=C/c1ccccc1)C2=O | -0.508 | -0.251 | 0.434 | 0.192 | 0.07 | 1257 | 1.9% | 5.4% | i | 9.0 | 26.8% | 1.4% | -1.0 | 536 | 3.1 | 3.4 | 11.1 |
